Screening results (PubChem)
HPDE-C7 cytotoxicity: cytotoxicity in HPDE-C7 cells, cell-based, fluorescence, HTS (AID 430); HPDE-C7 pancreatic duct cells viability, fluorescence; higher % means a stronger effect; cytotoxicity, % at 10 µM; hits with a dose series show EC50 in µM; hit rate 1.8% among 63,000;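 further: cells exposed to compound for 48 hours before viability readout; 0% = vehicle and 100% = reference cytotoxic drug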
LYP phosphatase: inhibition of human PTPN22 tyrosine phosphatase – biochemical, DiFMUP fluorescence, recombinant catalytic domain, 10 µM, primary screen (AID 606) | recombinant LYP catalytic domain, DiFMUP fluorescence; higher % means a stronger effect | inhibition, % at 10 µM, or IC50 in µM where a hit was titrated | 52,000 tested, under 10 active;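 active means IC50 under 40 µM in the dose-response test; inactive means IC50 of 40 µM or more, or never dose-tested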
HPDE-C7K KRASV12: viability loss of HPDE-C7K cells – cell-based, fluorescence, HTS, primary screen (AID 431). HPDE-C7K KRASV12 cells, Alamar Blue viability, 48 h; higher % means a stronger effect. one-dose cytotoxicity, % at 10 µM; EC50 in µM for titrated hits. hit rate 1.7% among 63,000;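 active means compounds whose percent cytotoxicity in the single-dose primary screen, scaled between solvent and toxic-drug controls, exceeds 50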;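 further: 0% = DMSO solvent wells and 100% = doxorubicin-treated wells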
Bfl-1 displacement: Bfl-1 inhibitors, primary screen, biochemical, fluorescence polarization, FITC-Bid, mouse (AID 432) | FITC-Bid BH3 peptide fluorescence polarization displacement; higher % means a stronger effect | one-dose displacement, % at 20 µM; IC50 in µM for titrated hits | hit rate 0.02% among 64,000; in the data active means a potency from the dose series; inactive means the rest, 99 in 100 with displacement below about 15%; further: strong numbers were not always called active
HT1080 cytotoxicity: HT1080 cell viability loss – fluorescence readout (AID 620); HT1080 viability, fluorescence; higher % means a stronger effect; hit rate 0.42% among 87,000; one-dose cytotoxicity, % at 10 µM; EC50 in µM for titrated hits;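 further: cells exposed to compound overnight then 4 h with Alamar Blue; 0% = vehicle DMSO and 100% = killing control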
DPM-DC inhibit: inhibitors of Streptococcus pneumoniae diphosphomevalonate decarboxylase; calls only at 10 µM; AID 556; hit rate 0.49% among 65,000; purified DPM-DC, PK/LDH coupled NADH fluorescence;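 active means the 320 compounds with the highest percent inhibition in the single-dose primary screen, excluding strongly autofluorescent ones, cut at about 32% in these data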;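 further: kinetic rate of NADH fluorescence loss reporting ADP formed by the decarboxylase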
PMK inhibit: inhibitors of Streptococcus pneumoniae phosphomevalonate kinase | purified PMK, PK/LDH-coupled NADH absorbance 340 nm | hit rate 0.49% among 65,000 | inhibition, % at 10 µM;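 active means top-ranked compounds by inhibition in the single 10 µM screen, taking a fixed number of the strongest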;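 further: 0% = full reaction with DMSO carrier and 100% = background rate without enzyme reaction; no value below 0 was filed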
TNAP inhibition: human TNAP enzyme inhibitors, biochemical, luminescent (AID 518); purified TNAP enzyme, luminescent substrate readout; higher % means a stronger effect; hit rate 0.09% among 64,000; inhibition, % at 20 µM, or IC50 in µM where a hit was titrated; in the data active means a potency from the dose series; inactive means the rest, 99 in 100 with inhibition below about 22%;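 further: plate controls were vehicle for no effect and reference inhibitor for full effect; many of its hits are not listed in these tables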
Spn MK inh: S. pneumoniae mevalonate kinase inhibition; purified MK, PK/LDH-coupled NADH absorbance 340 nm; inhibition, % at 10 µM; hit rate 0.48% among 65,000;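 active means ranked among the strongest by inhibition in the single 10 µM screen, a fixed top-ranked set picked for dose follow-up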; further: no value below 0 was filed
PMK inhibit pilot replicates: recorded beside PMK inhibit, whose call it bears; inhibition, %; measured here: pilot screen replicates
Spn MK inh pilot replicates: further read-out of Spn MK inh, marked with its call; inhibition, %; measured here: pilot screen replicates
DPM-DC inhibit pilot screen %: second read-out of DPM-DC inhibit, no call of its own (marks repeat the call); inhibition, %; measured here: pilot screen trials
Active calls of the source: *; i = inactive; x = not tested or not shown; + = active, no number. Unless noted, no stated cut-off is given here; in the data, active means cytotoxicity above about 50%; inactive means the rest. Outcome played no part in choosing rows; any-hit rate near 3.3%.

Preview:
SMILES	HPDE-C7 cytotoxicity	LYP phosphatase	HPDE-C7K KRASV12	Bfl-1 displacement	HT1080 cytotoxicity	DPM-DC inhibit	PMK inhibit	TNAP inhibition	Spn MK inh	others
Cn1cccc1Cc1nnc(SCC(=O)N2CCc3ccccc32)n1CCc1ccccc1	6%	7%	9%	7%	-10%	i	0	-8%	9
Cc1cc(C(=O)Nc2nnc(-c3ccccc3)s2)no1	7%	2%	7%	-1%	3%	i	14	7%	4
O=C(CCCOc1ccccc1)N1CCN(C(=O)c2ccco2)CC1	-2%	x	3%	-10%	-5%	i	10	10%	0

The listing, from the first entry:
SMILES	HPDE-C7 cytotoxicity	LYP phosphatase	HPDE-C7K KRASV12	Bfl-1 displacement	HT1080 cytotoxicity	DPM-DC inhibit	PMK inhibit	TNAP inhibition	Spn MK inh	others
Cn1cccc1Cc1nnc(SCC(=O)N2CCc3ccccc32)n1CCc1ccccc1	6%	7%	9%	7%	-10%	i	0	-8%	9
Cc1cc(C(=O)Nc2nnc(-c3ccccc3)s2)no1	7%	2%	7%	-1%	3%	i	14	7%	4
O=C(CCCOc1ccccc1)N1CCN(C(=O)c2ccco2)CC1	-2%	x	3%	-10%	-5%	i	10	10%	0
C/C(N)=C(/C#N)C(=O)CN1CCCCC1	2%	1%	-7%	-5%	3%	i	17	11%	1
O=C1Nc2ccccc2C12OCCO2	-1%	5%	7%	-7%	-5%	i	0	6%	2
CCc1cc(C(=O)OC)c(NC(=O)CCCC(=O)O)s1	2%	10%	-4%	-9%	-1%	i	11	12%	0
CSC1=NCCN1C(=O)c1cccc(C(F)(F)F)c1	-4%	3%	-4%	-9%	1%	i	10	6%	10
O=C(Nc1cnccn1)c1cccnc1	1%	6%	-14%	-2%	x	i	3	7%	8
O=C(CN1C(=O)NC2(CCc3ccccc32)C1=O)Nc1cc(C(F)(F)F)ccc1N1CCOCC1 (stereo not drawn)	18%	5%	21%	-12%	-7%	i	12	8%	2
O=C1Nc2ccc(S(=O)(=O)N3CCCCCC3)c3cccc1c23	1%	1%	2%	-5%	7%	x	11	10%	4
Cc1cc(C)n(-c2nc3ccccc3nc2N2CCN(S(=O)(=O)c3ccc(F)c(C)c3)CC2)n1	-20%	-5%	-22%	-8%	-2%	i	10	-2%	4
CCn1c(C(C)NC(=O)Cc2ccccc2)nc2ccccc21 (stereo not drawn)	-9%	14%	-5%	1%	6%	x	11	2%	2

Of the compounds above, these contain a halogen:
SMILES	HPDE-C7 cytotoxicity	LYP phosphatase	HPDE-C7K KRASV12	Bfl-1 displacement	HT1080 cytotoxicity	DPM-DC inhibit	PMK inhibit	TNAP inhibition	Spn MK inh	others
CSC1=NCCN1C(=O)c1cccc(C(F)(F)F)c1	-4%	3%	-4%	-9%	1%	i	10	6%	10
O=C(CN1C(=O)NC2(CCc3ccccc32)C1=O)Nc1cc(C(F)(F)F)ccc1N1CCOCC1 (stereo not drawn)	18%	5%	21%	-12%	-7%	i	12	8%	2
Cc1cc(C)n(-c2nc3ccccc3nc2N2CCN(S(=O)(=O)c3ccc(F)c(C)c3)CC2)n1	-20%	-5%	-22%	-8%	-2%	i	10	-2%	4

Next part.
SMILES	HPDE-C7 cytotoxicity	LYP phosphatase	HPDE-C7K KRASV12	Bfl-1 displacement	HT1080 cytotoxicity	DPM-DC inhibit	PMK inhibit	TNAP inhibition	Spn MK inh	others
COCCNC(=O)C(c1cccc(OC)c1)N(C(=O)Cn1nnc2ccccc21)c1cccnc1 (stereo not drawn)	-15%	6%	-7%	-6%	-8%	i	15	2%	7
O=C(Nc1ccc(OC(=O)c2cccs2)cc1)c1ccco1	-7%	0%	-2%	-2%	-2%	i	0	4%	6
CCCCSc1nnc(CCCCCNC(=O)OC(C)(C)C)o1	-8%	x	-3%	-1%	16%	i	11	21%	1
CCCCCCNC(=O)C(C#N)c1nc2ccccc2nc1N1CCCC1 (stereo not drawn)	-21%	-7%	-8%	16%	12%	i	0	15%	7
CCC(=O)Nc1cccc(NC(=O)c2cc3ccccc3o2)c1	-10%	1%	-10%	-3%	18%	i	7	22%	7
c1ccc(C2C3=C(Nc4ncnn42)c2ccccc2CCC3)cc1 (stereo not drawn)	x	x	x	-6%	6%	i	1	8%	8
CC(C)OCCCNc1ncnc2c1[nH]c1ccccc12	18%	x	22%	5%	11%	i	14	7%	11
O=C(c1noc2c1CCCC2)N1CCCCC1	5%	18%	5%	-5%	-1%	+	8	6%	10
O=C(O)CC1SC(=O)N(Cc2ccccc2)C1=O (stereo not drawn)	-17%	x	2%	-1%	10%	i	9	-1%	4
O=C(CSc1nc2ccccc2c(=O)n1Cc1ccco1)c1ccccc1	16%	-24%	13%	8%	-2%	i	10	13%	6
CCOC(=O)C1CCN(S(=O)(=O)c2ccc(Br)c(OCC)c2)CC1	-13%	-21%	2%	3%	1%	i	6	6%	5
CCn1c(SCC(=O)Nc2nc3ccc(OC)cc3s2)nc2c1c(=O)n(C)c(=O)n2C	-2%	5%	45%	-4%	-4%	i	12	5%	2
CC1(C)Cn2c(nnc2-c2ccccc2)S1	-2%	5%	12%	3%	x	i	0	12%	6
NC12CC3CC(C1)CC(CO)(C3)O2	0%	9%	-13%	0%	2%	i	12	8%	0
CCCNS(=O)(=O)c1ccc(CCC(=O)Nc2ccc3c(c2)OCO3)cc1	17%	-11%	6%	-7%	-11%	i	11	14%	6
Cc1ccc(NC(=O)COC(=O)c2ccnn2C)cc1	-9%	-11%	-25%	-6%	1%	i	0	8%	8
Cc1nnc(NC(=O)C2CCCCC2)s1	-2%	5%	-7%	-2%	-8%	i	0	4%	7
Nc1ncnc2c1ncn2CCN1CCCCC1	-12%	-11%	-12%	-3%	8%	i	0	10%	6
CCOC(=O)CC(=O)CSc1nc(C)cc(-c2cccnc2)c1C#N	19%	2%	5%	2%	6%	i	0	8%	0
O=C(CS(=O)CC(=O)Nc1ccc(Cl)cc1)NCC1OCCc2ccccc21 (stereo not drawn)	-8%	7%	-8%	-7%	-3%	i	2	4%	9
COC(=O)CCS(=O)(=O)c1cc(Cl)ccc1Cl	x	3%	x	-3%	2%	i	12	4%	14
COc1cccc2cc(-c3nc(-c4cccs4)cs3)c(=O)oc12	7%	x	4%	-8%	25%	x	8	12%	13
CCOC(=O)c1cccc(NC(=O)N[C@@H](C)C(=O)OC)c1	-14%	-4%	-10%	-7%	-11%	i	11	10%	12
COc1ccc2c(c1)c(C(=O)CN1CCC3(CC1)OCCO3)c(C)n2C	x	x	x	1%	6%	i	2	-4%	9
CCCS(=O)(=O)N1CCCC(C(=O)NCCN(Cc2ccccc2)C(C)C)C1 (stereo not drawn)	-4%	x	-5%	-10%	-10%	i	15	6%	5
Clc1ccc(CSc2nnc(Cn3cnc4ccccc43)o2)cc1	-22%	1%	-4%	2%	5%	i	20	12%	0	PMK inhibit pilot replicates=0.0;Spn MK inh pilot replicates=0.0;DPM-DC inhibit pilot screen %=0.0
CC(C)CC(=O)N1CCN(Cc2cccc(F)c2)CC1	-1%	x	-12%	1%	3%	i	14	0%	59*
CCOc1ccccc1C(=O)N(C)Cc1cc2ccccc2[nH]c1=O	-14%	8%	-6%	-6%	-2%	i	7	12%	8
CC(=O)NCCOc1ccc2oc3ccccc3c2c1	3%	4%	3%	-1%	-3%	i	0	1%	0
Cc1ccc(CN2C(=O)C(C)(C)Oc3ccc(C(=O)N4CCCCC4)cc32)cc1	x	12%	x	-4%	16%	i	0	8%	0
CCC(C)NC(=O)CN(c1cc(C)ccc1OC)S(C)(=O)=O (stereo not drawn)	4%	7%	-4%	-3%	-7%	i	7	4%	11
COc1ccccc1NC(NC(=O)c1ccco1)C(=O)c1ccccc1 (stereo not drawn)	4%	13%	-6%	-1%	-3%	i	25	7%	13
Cc1noc(C)c1S(=O)(=O)N1CCC(C(=O)N2CCC(C)CC2)CC1	-23%	15%	-12%	-14%	x	i	13	-3%	1
CCCCCSc1nnc(C)c(=O)[nH]1	-1%	x	-4%	-4%	x	i	6	3%	0
CCN(CC)c1ccc2cc(NC(=O)CCC(=O)O)c(=O)oc2c1	-3%	10%	16%	92%	x	x	4	2%	8	PMK inhibit pilot replicates=4.5;Spn MK inh pilot replicates=1.5
CC1CNCCN1S(=O)(=O)c1cccc2cnccc12 (stereo not drawn)	-2%	13%	-23%	-7%	5%	i	8	7%	6	PMK inhibit pilot replicates=2.5;Spn MK inh pilot replicates=0.0;DPM-DC inhibit pilot screen %=0.0
Cc1ccc(-c2noc(CCC(=O)NCCN3CCOCC3)n2)cc1	5%	15%	0%	0%	-5%	i	14	12%	11
O=C(O)c1cc2cccc(S(=O)(=O)N3CCOCC3)c2cc1O	18%	4%	7%	0%	2%	i	0	16%	6
COc1cccc(OC)c1OCCCc1c(C)n[nH]c1C	-8%	11%	-13%	2%	10%	i	14	-8%	0
Cc1ccc(OCC(=O)Nc2ccc(N3CCOCC3)cc2)cc1	9%	7%	12%	-6%	-5%	i	3	5%	5
CN=C(Nc1cc(C)nn1CCC#N)c1ccccc1	-8%	7%	0%	-2%	6%	i	14	4%	2
CC(C)(C)c1nc(SCC(=O)NCc2ccco2)c2ccccc2n1	-1%	x	4%	-2%	-2%	i	5	17%	4
CCCSc1nc(O)c(C2OC(=O)c3c2ccc(OC)c3OC)c(=O)n1C (stereo not drawn)	-11%	7%	0%	-1%	-6%	i	5	8%	0
CC(C)CCN1CC(C(=O)N2CCN(c3ccc(F)cc3)CC2)CC1=O (stereo not drawn)	-4%	x	3%	-5%	27%	i	6	5%	0
CC(=O)c1cc(-c2ccccc2)[nH]c1N1CCCC1	2%	1%	-4%	-2%	2%	i	6	-4%	2
O=C(NCCc1ccccc1)C1CCN(S(=O)(=O)N2CCCC2)CC1	-5%	7%	-2%	-2%	-4%	i	2	0%	9
Clc1ccc(-c2nnc3sc(Cc4cccs4)nn23)c(Cl)c1	-2%	11%	-3%	-4%	2%	i	7	14%	1
Cc1nc2sc3c(c2c(=O)n1/N=C/c1ccco1)CCCC3	7%	0%	6%	5%	-6%	i	11	12%	4
Cc1cc(C)c(C#N)c(SCC(=O)CC(=O)OC(C)C)n1	34%	-6%	30%	-2%	5%	i	7	8%	6
CC1(C)NC(=O)NC2(C)NC(=O)NC(C)(C)C12 (stereo not drawn)	-3%	x	-6%	-8%	-14%	i	0	8%	10
COc1ccc(NC(=O)c2ccc(=O)oc2)cc1	-10%	x	2%	-6%	3%	i	5	4%	9
CN1CCN(C(=O)CN2C(=O)CC(C)(C)S(=O)(=O)c3ccccc32)CC1	-4%	x	-10%	0%	2%	i	0	-2%	13
CCC(=O)c1ccc(OC(=O)c2ccc(Br)o2)cc1	15%	-10%	12%	0%	0%	i	6	11%	7	PMK inhibit pilot replicates=0.0;Spn MK inh pilot replicates=0.0;DPM-DC inhibit pilot screen %=0.0
CCOC(=O)N1CCN(c2c(-c3ccc(C(C)C)cc3)c(=O)c2=O)CC1	1%	18%	-10%	-4%	-5%	i	20	3%	8
CC(C)Cc1nc(N2CCC(C(N)=O)CC2)c2nnn(Cc3ccccc3)c2n1	-11%	x	-7%	-3%	1%	i	4	7%	0
